HT1080 IDH1KD tx = HT-1080 IDH1 knockdown cell toxicity (counter line); HT-1080 IDH1 knockdown viability, ATP luminescence, 48 h; AID 686971; Potency, µM (doses to about 46.1 µM), without a hit: at the highest dose activity, negative = toxicity, most hits filed as cytotoxic; actives 2% (n = 360,000);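 also: 0% = DMSO wells and -100% = cell-free medium wells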
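After a 2 h attachment period, IDH1KD HT-1080 cells took pin-transferred compound for 48 h at 37 °C; ATP-based luminescence after 10 min room-temperature reagent incubation reported viability.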
KB-3-1 tox = kills parental KB-3-1 adenocarcinoma cells. KB-3-1 viability, CellTiter-Glo ATP luminescence, 72 h. Potency, µM (highest dose often 46.1 µM), for inactives: at the highest dose activity change, negative = cytotoxic, most hits filed as cytotoxic. actives 1.4% (n = 400,000). AID 1347075; also: % is scaled to controls: 0 for no effect and ±100 for the full control effect; nearly all actives have a fitted effect of over 60% in size
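Screening of KB-3-1 cells (DMEM, 10% FBS, phenol-red free) ran from lowest to highest compound concentration; after 72 h at 37 °C viability was read luminescently and curves fitted.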
GLP1R cytotox = cytotoxic in the GLP-1 receptor inverse agonist counter-screen; AID 624418; Potency, µM (highest dose often 38.3 µM), inactives show at the highest dose activity change, negative = inhibition, hits mostly inhibitors; actives 0.13% (n = 410,000); HEK293 cAMP-luciferase reporter cells, luminescence, 24 h;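 also: loss of luciferase light is scored as toxicity; % is scaled to controls: 0 for no effect and ±100 for the full control effect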
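Cells in DMEM/10% Nu serum/1% pen-strep, 1536-well format. Pre-incubated 12 h, dosed with 23 nL compound, incubated a further 24 h. Luciferase detection, 12 min at room temp, luminescence.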
HT1080-NT tox = kills 2HG-producing HT-1080-NT fibrosarcoma cells; AID 686970; HT-1080-NT fibrosarcoma viability, CellTiter-Glo ATP luminescence, 48 h; actives 1.6% (n = 360,000); Potency, µM (top dose mostly 46.1 µM), inactives show top-dose activity, negative = less viability, actives largely listed as cytotoxic;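 also: NT is the 2HG producing partner of a matched IDH1 knockdown line; 0% = DMSO-treated cells and -100% = media-only wells without cells; nearly all actives have a fitted effect of over 55% in size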
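Viability by CellTiter-Glo luminescence after 48 h compound exposure at 37C of HT-1080-NT cells (750/well, RPMI, 5% FBS). % activity scaled between DMSO wells and medium-only wells, then curve-fitted and categorized by curve class.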
GLP1R inv ag = inverse agonists of human GLP-1 receptor; HEK293 GLP-1R CRE-luciferase, luminescence, 24 h; GLP-1R form is constitutively active; P43220; AID 624417; Potency, µM (titrated, usually from 38.3 µM), without a hit: top-dose activity change, negative = inhibition, most hits filed as inhibitors; actives 1.6% (n = 410,000); also: % is scaled to controls: 0 for no effect and ±100 for the full control effect; nearly all actives have a fitted effect of over 55% in size
Target sequence (P43220 whole entry, looked up): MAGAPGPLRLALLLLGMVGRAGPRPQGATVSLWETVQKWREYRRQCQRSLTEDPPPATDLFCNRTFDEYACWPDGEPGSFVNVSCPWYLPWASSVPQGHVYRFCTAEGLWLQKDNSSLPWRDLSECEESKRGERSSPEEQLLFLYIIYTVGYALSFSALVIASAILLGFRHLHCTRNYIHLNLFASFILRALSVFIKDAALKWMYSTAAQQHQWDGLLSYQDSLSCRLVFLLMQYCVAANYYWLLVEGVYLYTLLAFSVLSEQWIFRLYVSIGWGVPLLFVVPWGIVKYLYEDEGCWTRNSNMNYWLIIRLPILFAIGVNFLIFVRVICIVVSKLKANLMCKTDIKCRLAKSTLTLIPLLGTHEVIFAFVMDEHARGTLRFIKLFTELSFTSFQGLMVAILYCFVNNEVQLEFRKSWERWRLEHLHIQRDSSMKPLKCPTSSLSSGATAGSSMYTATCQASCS
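Assay principle: reduced luminescence from a cAMP-responsive reporter in HEK293 cells co-expressing a constitutively active GLP-1R. Conditions: 24 hr compound incubation, 37 deg C, 5% CO2.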
GLP1R ag = agonists of human GLP-1 receptor | Potency, µM (highest dose often 45.6 µM), for the others: at the highest dose activation, usual class: activators | HEK293 GLP-1R CRE-luciferase, luminescence, 4-6 h; cells express a hypersensitive GLP-1R form | P43220 | actives 0.007% (n = 380,000); also: % of control where 0% means no effect
KB-V1 cytotox = kills drug-selected multidrug resistant KB-V1 cells. KB-V1 MDR cells viability, CellTiter-Glo, 72 h. Potency, µM (top dose mostly 46.1 µM), without a hit: at the top dose activity change, negative = cytotoxicity, hits mostly cytotoxic. actives 3.4% (n = 400,000). AID 1347076; also: % is scaled to controls: 0 for no effect and ±100 for the full control effect; nearly all actives have a fitted effect of over 60% in size
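KB-V1, DMEM (no phenol red) + 10% FBS; cpd pin-transferred, titration series; 72 h, 37 degrees C; CellTiter-Glo, luminescence. Data normalized, curve-fit.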
SW480 rerep = DNA re-replication induction in SW480 cells | SW480 DNA re-replication, Hoechst DNA content imaging, 48 h | Potency, µM (highest dose often 46.1 µM), for inactives: top-dose re-replication activation, actives largely listed as activators | actives 1.8% (n = 340,000) | AID 624297; also: % of control where 0% means no effect; nearly all actives have a fitted effect of over 55% in size
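Image-based read-out: total Hoechst fluorescence of nuclei (405 nm excitation, 500-530 nm emission), with hits raising the fraction of high-intensity nuclei. SW480 colon cells incubated 48 hr with compounds at 37 C.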
TDP-43 yeast inh = rescues yeast growth from TDP-43 toxicity. actives 1.8% (n = 410,000). TDP-43 expressing yeast growth rescue, BacTiter-Glo, 24 h. AID 652104. Potency, µM (top dose mostly 46.1 µM), inactives show top-dose growth rescue (activation), hits mostly activators; also: % of control where 0% means no effect; nearly all actives have a fitted effect of over 50% in size
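Luminescence from BacTiter-Glo reports growth of TDP-43-expressing yeast after 24 hr at 30 deg C with compound. Cells were raffinose-pregrown to mid-log, then seeded in galactose medium at OD600=0.02.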
Active calls of the source: *; ? = inconclusive; . = no result given; & = joins results of further samples; [ ] = dose if it differs, or a comment. Calls follow the shape of the dose curve; as a rule, active = well fitted curve in the direction sought with a large enough effect; inconclusive = small, poorly fitted or top-dose-only effect, or another doubt; inactive = no such curve, though single readings can be large; an effect the other way counts as inactive or inconclusive. Potency is read from the fitted curve at half-maximal effect. The order is random (roughly 9.4% active in at least one column).

SMILES | HT1080 IDH1KD tx | KB-3-1 tox | GLP1R cytotox | HT1080-NT tox | GLP1R inv ag | GLP1R ag | KB-V1 cytotox | SW480 rerep | TDP-43 yeast inh
CC1CCN(C(=O)CCCC(=O)N2CCC(C)CC2)CC1 | 6% | 24% | -6% | 15% | 25% | 16% | 1% | -7% | 5%
CCOc1ccc(C(=O)NCCSc2c(C)[nH]c3ccccc23)cc1OCC | . | 3% | 3% | . | 3% | . | -15% | . | ?
N#Cc1ccc(OCC(O)CS(=O)(=O)c2ccc(F)cc2)cc1 (stereo not given) | 21% | 19% | 4% | 14% | 5% | 0% | -27% | -1% | -8%
Cc1occc1C(=O)NNC(=O)Cc1ccccc1 | 12% | 2% | 7% | -5% | 0% | -4% | -9% | -4% | -16%
COc1cccc(C2C(C(=O)c3cccs3)=C(O)C(=O)N2CCN2CCOCC2)c1 (stereo not given) | -1% | 1% | -6% | 0% | 18% | -5% | -13% | 14% | -6%
COc1ccc(S(=O)(=O)NCC2CCCN(C(=O)CCC(F)(F)F)C2)cc1 (stereo not given) | -1% | 1% | 0% | -4% | 7% | -1% | 8% | -14% | 12%
CCOC(=O)CC(=O)CSc1nc2c(sc(=S)n2-c2ccc(OCC)cc2)c(=O)[nH]1 | -28% | 0% | -25% | ? | ? | 0% | -1% | -4%&21% | 9%
COC(=O)C1=C(C(=O)OC)[C@@H]2Nc3ccccc3[C@@]23C[C@@H](C(=O)OC)N(C(=O)COCc2ccccc2)C3=N1 | 15% | -8% | -29% | 0% | -7% | -3% | ? | 2% | -3%
O=C(CSc1ccc(-c2nc3ccccc3[nH]2)cn1)Nc1ccc(S(=O)(=O)N2CCCC2)cc1 | -6% | 21% | -27% | -13% | -48% | -27% | ? | -19% | 28%
COc1ccc(C)c(S(=O)(=O)Nc2ccc(OCC(=O)O)cc2)c1 | 6% | 11% | -17% | 5% | 9% | -2% | ? | 1% | -7%
O=C(Nc1ccc(N2CCOCC2)cc1)C1CC(=O)N(c2ccccc2)C1 (stereo not given) | 1% | 4% | -5% | -2% | 6% | -3% | 14% | 7% | 24%
O=C(CN1CCCCCC1)Nc1nc2ccccc2s1 | 11% | 23% | 4% | 16% | 3% | 2% | 0% | 0% | -16%
COC(=O)c1c(Oc2ccc(C(C)=O)cc2)nnc(-c2ccccc2)c1-c1ccccc1 | . | ? | -8% | . | ? | . | -11% | . | -9%
O=C(c1cccc(Br)c1)N1CCN(c2ccc(N3CCOCC3)nn2)CC1 | -5% | -3% | 17% | 0% | -7% | -8% | -4% | -49%[inhibitor] | 15%
CCC(C)NC(=O)Cn1c(=O)cc(-c2ccccc2)c2c(C)nn(C)c21 (stereo not given) | . | -8% | 3% | . | 4% | . | 7% | . | 23%
CC(C)c1cccc(C(C)C)c1NC(=O)CNCc1ccccc1F | 4% | 2% | -2% | -2% | ? | 1% | -10% | 2% | ?
CC(=O)NC1c2ccccc2C(=O)N1Cc1ccccc1 (stereo not given) | -1% | 18% | 1% | 0% | 9% | -4% | 1% | -2% | -7%
COc1cc(C(CC(=O)N2CCCC2)c2c(OC)cc(OC)c3c(-c4ccccc4)cc(=O)oc23)cc(OC)c1OC (stereo not given) | -23% | -22% | -20% | -22% | 12% | 20% | -7% | -4% | -6%
C[C@H](CO)N1C[C@H](C)[C@H](CN(C)C(=O)Nc2ccc(C(F)(F)F)cc2)OCc2cnnn2CCCC1=O | -2% | 1% | 2% | 1% | 6% | -3% | -12% | . | 17%
COc1cc(SC)ccc1C(=O)NCCOc1ccc(Cl)cc1 | 21% | 0% | -4% | 20% | ? | 9% | 21µM* | -4% | 18µM*

Limited to GLP1R inv ag, KB-3-1 tox and KB-V1 cytotox, for some of the entries so far:
| mol | GLP1R inv ag | KB-3-1 tox | KB-V1 cytotox |
| --- | --- | --- | --- |
| O=C(c1cccc(Br)c1)N1CCN(c2ccc(N3CCOCC3)nn2)CC1 | -7% | -3% | -4% |
| CCC(C)NC(=O)Cn1c(=O)cc(-c2ccccc2)c2c(C)nn(C)c21 (stereo not given) | 4% | -8% | 7% |
| CC(C)c1cccc(C(C)C)c1NC(=O)CNCc1ccccc1F | ? | 2% | -10% |

The listing continues.
SMILES | HT1080 IDH1KD tx | KB-3-1 tox | GLP1R cytotox | HT1080-NT tox | GLP1R inv ag | GLP1R ag | KB-V1 cytotox | SW480 rerep | TDP-43 yeast inh
Cc1ccc(N(CC(=O)NCc2ccccc2Cl)S(=O)(=O)c2c(C)noc2C)cc1 | 6% | 9% | -1% | 3% | 9% | -5% | 6% | -6% | -3%
CCC(=O)OCCNc1cc(Sc2nc3ccccc3[nH]2)c2nonc2c1[N+](=O)[O-] | ? | 23µM* | ? | ? | ? | -32%[inhibitor] | 0% | 10µM* | -18%
CC(C)C[C@H](N)C(=O)N1CCC(C(=O)N[C@H](C(=O)NC(C)c2ccccc2)C(C)C)CC1 (stereo not given in full) | 6% | 0% | -19% | 4% | -11% | 9% | 16% | 3% | 0%
Cc1ccccc1C(=O)NC(=S)Nc1sc2c(c1C#N)CCCC2 | -4% | 5% | 9% | 1% | 0% | -19% | -3% | -3% | 20%
O=C(OCC(=O)N1CCCCCC1)c1ccc[nH]c1=O | 3% | 15% | -7% | -1% | 14% | -9% | -7% | ? | 8%
Cc1cccc(-n2c(SCC(N)=O)nc3c(oc4ccccc43)c2=O)c1 | . | ? | -14% | . | -28% | . | -19% | . | 26%
COc1ccc(C(CC(=O)Nc2ccccn2)N2Cc3ccccc3C2=O)cc1OC (stereo not given) | 9% | 0%&-2% | -16%&2% | 2% | 3%&50% | 14%&0% | 3%&1% | -3% | 25%&16%
O=S(=O)(c1ccc(Cl)cc1)c1nc(-c2ccccc2)oc1N1CCN(c2ccccc2)CC1 | . | -15% | -5% | . | 6% | . | -21% | . | 3%
CCCOc1ccc(C(=O)Nc2ccc3oc(-c4ccc(N(C)C)cc4)nc3c2)cc1 | . | -3% | 2% | . | -9% | . | 3% | . | 17%
COc1ccccc1NC(=O)CCc1nnc2ccc(N3CCC4(CC3)OCCO4)nn12 | -2% | 0% | -8% | -1% | 38%[activator] | 8% | -13% | -5% | -22%
O=C(Cn1cc(C(=O)c2ccco2)c2ccccc21)NC1CC1 | 7% | 11% | -8% | 0% | 8% | 0% | ? | -4% | -10%[9.22 µM]
CCOCCCNC(=S)N(CCCN(C)C)Cc1cc2cc3c(cc2[nH]c1=O)OCCO3 | 0% | -1% | 0% | 4% | 21% | 13% | ? | -13% | 9%
CCOC(=O)C(=O)Nc1ccccc1C(=O)NC(C)C | 19% | -7% | 3% | 16% | 28% | -5% | 13% | -2% | -22%
CCCn1c2ccccc2c2cnn(CC(=O)N(CCCOC(C)C)Cc3ccco3)c(=O)c21 | . | 0% | ? | . | ? | . | ? | . | 0%
CCOC(=O)c1nn(-c2c(C)n(C)n(-c3ccccc3)c2=O)cc1O | 6% | 4% | 6% | 0% | -1% | -17% | 7% | 4% | 2%
CC1(C)N=C2C(=[N+]1[O-])CCC/C2=N\O | 10% | 7% | 12% | 13% | 2% | -4% | -3% | -4% | -1%
COc1ccc(NC(=O)c2nc(-n3nc(C)cc3C)ccc2Cl)cc1Cl | 4% | -1% | -6% | 1% | 3% | -2% | -16% | 4% | 19%
CCOc1ccccc1N1CCN(CC(O)COc2ccc3c(C)cc(=O)oc3c2)CC1 (stereo not given) | -6% | -6% | 9% | -4% | 0% | 4% | ? | 1% | 1%
O=C(NCN1CCCCC1)c1cnccn1 | 0% | 2% | -3% | -1% | -9% | 13% | 3% | -4% | -16%
COc1ccc(S(=O)(=O)N2CCN(c3cnccn3)CC2)cc1 | 13% | -4% | 11% | 0% | 18% | 0% | -1% | -4% | 6%
COc1ccc(NC(=O)CSc2n[nH]c(N)n2)c([N+](=O)[O-])c1 | -5% | 2% | 4% | 14% | 1% | -9% | -2% | -13% | -2%
Cc1ccccc1-c1csc(C(O)c2ccc(F)cc2)n1 (stereo not given) | -3% | -2% | 3% | -6% | -24% | 11% | -11% | . | ?
Cc1cc(C)n2nc(CCc3ccccc3)nc2n1 | 3% | 14% | 5% | 6% | 0% | -5% | -16% | -1% | 0%
C=C1CCC[C@]2(C)C[C@H]3OC(=O)C(CNC(C)CC)[C@H]3CC12 (stereo not given in full) | ? | -6% | -20% | ? | 11% | -7% | -26% | 12% | 2%
COC(=O)Cn1c(N)[n+](Cc2ccccc2)c2ccccc21 | 2% | 2% | 2% | 1% | 15% | 4% | 6% | -14% | 6%
CCN1C(=O)C(O)(c2c(C)[nH]c3ccccc23)c2ccccc21 (stereo not given) | . | -4% | 1% | . | 0% | -4% | ? | . | 23%
COc1cc(C(N)=O)cc(Cl)c1OCc1ccccc1 | 7% | ? | -3% | 0% | -2% | 19% | ? | -56%[inhibitor] | ?
O=C(NC(=S)Nc1ccc(CN2CCOCC2)cc1)c1ccc(-c2cccc(Cl)c2)o1 | ? | -12% | 5% | ? | ? | -7% | ? | ? | ?
CC(C)COc1cccc(C(=O)NC(=S)Nc2cccc(NC(=O)c3ccccc3Cl)c2)c1 | -2% | 8% | 3% | -1% | 5% | 1% | 14% | -6% | 3%
O=C(c1cccc(S(=O)(=O)N2CCc3ccccc32)c1)N1CCN(c2ccccn2)CC1 | 9.2µM* | 6.5µM* | 1% | ? | ? | 15% | ? | 17% | 11%

Of the compounds above, 2 contain a thiophene ring, fused or not.
SMILES | HT1080 IDH1KD tx | KB-3-1 tox | GLP1R cytotox | HT1080-NT tox | GLP1R inv ag | GLP1R ag | KB-V1 cytotox | SW480 rerep | TDP-43 yeast inh
COc1cccc(C2C(C(=O)c3cccs3)=C(O)C(=O)N2CCN2CCOCC2)c1 (stereo not given) | -1% | 1% | -6% | 0% | 18% | -5% | -13% | 14% | -6%
Cc1ccccc1C(=O)NC(=S)Nc1sc2c(c1C#N)CCCC2 | -4% | 5% | 9% | 1% | 0% | -19% | -3% | -3% | 20%

Compound activity from PubChem BioAssay.
